# From PubChem BioAssay
# IP6K1 inhibitor: Primary qHTS assay for small molecule inhibitors of Inositol hexaphosphate kinase 1 (IP6K1). Inositol hexakisphosphate kinase 1 (Homo sapiens), Q92551. IP6K1 kinase, ADP-Glo luminescence, 2 h; active compounds read low. activity change, % (series mostly up to about 58 µM). 140,000 tested, 0.81% active; in the data active = activity change below about -25%
#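 ADP-Glo luminescence measures ADP made by human IP6K1 during a 2 h RT reaction with ATP/IP6 (mix at 1.3 mM/130 uM); top library doses 57.5 and 19.1 uM final.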
# SNCA expr inhib: Primary qHTS assay for inhibitors of alpha-synuclein gene (SNCA) expression. HEK-293 SNCA-luciferase knock-in, luminescence, 24 h. Potency, µM (titrated, usually from 57.2 µM), without a hit: top-dose activity change, negative = inhibition, usual class: inhibitors. 140,000 tested, 0.17% active;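 note: potency is the fitted concentration of half-maximal effect; plate controls were DMSO cells for no effect and cell-free wells for full effect; nearly all actives have a fitted effect of over 45% in size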
# NIH3T3 tox: Cytotoxic Profiling in NIH 3T3 Cell Line of Diverse Libraries Using Quantitative High-Throughput Screening; NIH 3T3 viability, CellTiter-Glo ATP luminescence, 48-72 h; Potency, µM (top dose mostly 96.7 µM), without a hit: at the highest dose activity change, negative = cytotoxicity, usual class: inhibitors; 94,000 tested, 4.3% active; AID 1345082, 2018; note: potency is the fitted concentration of half-maximal effect; nearly all actives have a fitted effect of over 55% in size
#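 NIH 3T3 cells at 400 cells/well received 23 nL of compound by pintool and were incubated 48 or 72 h at 37 °C. Viability was read as ATP-coupled CellTiter-Glo luminescence.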
# FLuc inh: Firefly luciferase inhibition profiling of diverse chemical library using quantitative high-throughput screening. Potency, µM (series often up to 115 µM), for inactives: top-dose activity change, negative = inhibition, usual class: inhibitors. purified P. pyralis luciferase, luminescence, biochemical. 76,000 tested, 2.5% active. Luciferin 4-monooxygenase (Photinus pyralis), P08659; note: potency is the fitted concentration of half-maximal effect; nearly all actives have a fitted effect of over 65% in size
# Target sequence (P08659 whole entry, looked up): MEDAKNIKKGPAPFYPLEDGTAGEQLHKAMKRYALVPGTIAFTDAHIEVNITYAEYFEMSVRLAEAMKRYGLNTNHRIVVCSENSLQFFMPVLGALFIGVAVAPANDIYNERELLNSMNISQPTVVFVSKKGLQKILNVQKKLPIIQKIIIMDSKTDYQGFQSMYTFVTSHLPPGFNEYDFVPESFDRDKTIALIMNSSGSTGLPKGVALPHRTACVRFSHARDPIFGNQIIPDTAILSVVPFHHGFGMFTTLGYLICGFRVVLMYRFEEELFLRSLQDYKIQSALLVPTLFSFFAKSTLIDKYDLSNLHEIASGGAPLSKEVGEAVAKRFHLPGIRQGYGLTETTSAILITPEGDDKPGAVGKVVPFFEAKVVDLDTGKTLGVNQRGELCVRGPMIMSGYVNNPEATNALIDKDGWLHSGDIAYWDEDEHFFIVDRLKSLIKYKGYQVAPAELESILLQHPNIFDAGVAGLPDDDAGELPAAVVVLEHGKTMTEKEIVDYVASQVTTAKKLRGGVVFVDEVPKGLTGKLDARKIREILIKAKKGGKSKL
#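 Cell-free enzyme assay, 10nM P. pyralis luciferase, luciferin and ATP each at 10uM. Inhibition profiled over a 6-point titration, read as luminescence.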
# GPT2 inh: Primary qHTS assay for inhibitors of Glutamate pyruvate transaminase 2 (GPT2). AID 1671188, 2021. Recombinant GPT2, coupled pyruvate oxidase/HRP Amplex Red fluorescence. 100,000 tested, 0.25% active. Potency, µM (titrated, usually from 57.7 µM), for inactives: at the highest dose activity change, negative = inhibition, hits mostly inhibitors. Alanine aminotransferase 2 (Homo sapiens), Q8TD30; note: potency is the fitted concentration of half-maximal effect; nearly all actives have a fitted effect of over 60% in size; many of its hits are not listed in these tables
# Target sequence (Q8TD30 whole entry, looked up): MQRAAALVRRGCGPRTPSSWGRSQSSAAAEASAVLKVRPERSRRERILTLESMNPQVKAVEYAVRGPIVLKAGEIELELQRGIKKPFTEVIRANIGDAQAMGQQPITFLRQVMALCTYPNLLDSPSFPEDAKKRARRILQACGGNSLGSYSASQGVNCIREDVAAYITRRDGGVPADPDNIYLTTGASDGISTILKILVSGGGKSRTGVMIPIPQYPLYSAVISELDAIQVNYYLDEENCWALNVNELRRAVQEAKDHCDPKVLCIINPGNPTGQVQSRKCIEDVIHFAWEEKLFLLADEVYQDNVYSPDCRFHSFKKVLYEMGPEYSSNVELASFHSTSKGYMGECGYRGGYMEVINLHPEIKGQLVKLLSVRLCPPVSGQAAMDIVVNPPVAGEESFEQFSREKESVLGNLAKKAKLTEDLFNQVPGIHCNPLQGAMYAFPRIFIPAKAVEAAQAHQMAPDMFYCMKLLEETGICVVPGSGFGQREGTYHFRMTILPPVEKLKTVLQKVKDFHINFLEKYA
#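 Fluorescence read-out: pyruvate from GPT2 turnover coupled to pyruvate oxidase, HRP and Amplex Red (0.2mM ThPP, 0.2U/mL PO and HRP, 50uM Amplex final). Substrates 250uM a-KG, 2mM L-alanine; enzyme 10ng/uL; 30 min RT.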
# HEK293 viab: GF-AFC viability counterscreen for inhibitors of alpha-synuclein gene (SNCA) expression. HEK-293-SNCA-luc viability, GF-AFC fluorescence, 24 h. Potency, µM (highest dose often 57.1 µM), inactives show at the highest dose activity change, negative = cytotoxicity, usual class: cytotoxic. 150,000 tested, 0.12% active. AID 1671193, 2021;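 note: potency is the fitted concentration of half-maximal effect; 0% = DMSO-treated cells and -100% = medium-only wells without cells; nearly all actives have a fitted effect of over 30% in size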
#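 Cytotoxicity counterscreen: after 24 h compound treatment of genome-edited SNCA-luciferase HEK-293 cells, live-cell protease substrate GF-AFC read by fluorescence after 30 min; activity scaled between DMSO (0%) and medium-only (-100%), curves Hill-fitted.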
# HEK cytotox: Cytotoxic Profiling in HEK 293 Cell Line of Diverse Libraries Using Quantitative High-Throughput Screening; HEK 293 viability, ATP luminescence (CellTiter-Glo), 48-72 h; Potency, µM (doses to about 115 µM), without a hit: at the highest dose activity change, negative = cytotoxicity, hits mostly inhibitors; 94,000 tested, 6.6% active; AID 1345083, 2018; note: potency is the fitted concentration of half-maximal effect; nearly all actives have a fitted effect of over 60% in size
#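 Cells seeded first (HEK 293, 250 cells/well), then compound added by pintool. Incubation ran 48 or 72 hr at 37 degree Celsius. CellTiter-Glo was added and luminescence imaged after 10 min at room temperature.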
# The depositor's hits bear a star; i = inactive; ? = inconclusive; nt = not tested or not shown; ! = a repeat was not active; [ ] = remark or other dose. Unless noted, calls come from the whole dose curve; as a rule, active = well fitted curve in the direction sought with a large enough effect; inconclusive = small, poorly fitted or top-dose-only effect, or another doubt; inactive = no such curve, though single readings can be large; an effect the other way counts as inactive or inconclusive. Unless noted, % is set by controls: 0 for no effect and ±100 for the full control effect.
# Start of the data: the first eight records as a preview:
SMILES,IP6K1 inhibitor,SNCA expr inhib,NIH3T3 tox,FLuc inh,GPT2 inh,HEK293 viab,HEK cytotox
COc1ccc(CN(C)C(=O)C2CNCCO2)c2cccnc12 (stereo not given),26,-10%,1%,4%,-1%,8%,2%
C[S+](=O)([O-])N1CCC2(C1)C(=NC1CCCC1)NC(=O)N2c1cccnc1 (stereo not given),4,30%[activator],i,3%,i,-13%,-6%
COc1cccc(CNC(=O)C2CCN(S(=O)(=O)c3cn(C)cn3)CC2)c1,1,-9%,nt,nt,nt,-9%,nt
COc1ccc(S(=O)(=O)NCCNc2ncnc3c2c(C)nn3C)cc1,1,8%,-13%,0%,-22%,7%,-5%
COc1ccc(CN2CCCN(CC(=O)Nc3cc(C)ccc3C)S2(=O)=O)cc1,-3,39%[activator],nt,nt,nt,12%,nt
COc1ccc(C(=O)N2C[C@@H]3C[C@H](C2)c2c(-c4ccc(NC(C)=O)cc4)ccc(=O)n2C3)cc1,6,-16%,3%,-3%,3%,6%,1%
CCOc1ccc(OCC)c(NC(=O)C2CCN(S(=O)(=O)c3ccc4c(c3)CC(C)N4C(C)=O)CC2)c1 (stereo not given),35,1%,nt,nt,nt,12%,nt
Cc1ccc(NC(=O)CSc2nc3ccc(NC(=O)CCc4ccccc4)cc3s2)c(C)c1,-3,2%,nt,nt,nt,2%,nt

# This part in full, previewed entries included:
SMILES,IP6K1 inhibitor,SNCA expr inhib,NIH3T3 tox,FLuc inh,GPT2 inh,HEK293 viab,HEK cytotox
COc1ccc(CN(C)C(=O)C2CNCCO2)c2cccnc12 (stereo not given),26,-10%,1%,4%,-1%,8%,2%
C[S+](=O)([O-])N1CCC2(C1)C(=NC1CCCC1)NC(=O)N2c1cccnc1 (stereo not given),4,30%[activator],i,3%,i,-13%,-6%
COc1cccc(CNC(=O)C2CCN(S(=O)(=O)c3cn(C)cn3)CC2)c1,1,-9%,nt,nt,nt,-9%,nt
COc1ccc(S(=O)(=O)NCCNc2ncnc3c2c(C)nn3C)cc1,1,8%,-13%,0%,-22%,7%,-5%
COc1ccc(CN2CCCN(CC(=O)Nc3cc(C)ccc3C)S2(=O)=O)cc1,-3,39%[activator],nt,nt,nt,12%,nt
COc1ccc(C(=O)N2C[C@@H]3C[C@H](C2)c2c(-c4ccc(NC(C)=O)cc4)ccc(=O)n2C3)cc1,6,-16%,3%,-3%,3%,6%,1%
CCOc1ccc(OCC)c(NC(=O)C2CCN(S(=O)(=O)c3ccc4c(c3)CC(C)N4C(C)=O)CC2)c1 (stereo not given),35,1%,nt,nt,nt,12%,nt
Cc1ccc(NC(=O)CSc2nc3ccc(NC(=O)CCc4ccccc4)cc3s2)c(C)c1,-3,2%,nt,nt,nt,2%,nt
O=C(Nc1cccc(C(F)(F)F)c1)N[C@H]1[C@H](O)[C@@H](Sc2ccccc2)[C@@H]2OC[C@H]1O2,6,5%,?,-15%,-14%,5%,?
Cc1ccccc1C(=O)N1CCCN(c2cc(-c3ccccc3)[nH]n2)CC1,4,21%,-14%,-5%,?,6%,?
O=c1c2c(CO)c(-c3ccccc3)nn2ccn1Cc1ccccc1Cl,4,59%[activator],?,?,i,7%,?
Cc1ccc(Cn2cc(S(=O)(=O)c3ccc(Cl)cc3)c(=O)c3cc4c(cc32)OCO4)cc1,-13,-1%,nt,nt,nt,11%,nt
Cc1ccccc1NC(=O)CN1C(=O)C(c2ccccc2)=NC12CCCCCC2,17,-17%,?,-1%,0%,-6%[12.5 µM],?
COc1ccc(-c2noc([C@@H](C)NC(=O)c3nc4ccccc4[nH]3)c2C(=O)O)cc1,1,-12%,i,-5%,-16%,2%,i
COc1cccc(-c2cc3c(=O)n(CCNC(=O)c4cc(Cl)ccc4F)ccn3n2)c1,-13,29%,-20%,-17%,-24%,1%,?
COc1ccc(CC(=O)Nc2ccc([C@@H](O)[C@H]3COCC(=O)N3C)cc2)cc1,12,-3%[87.6 µM],-4%[174 µM],8%[172 µM],-7%[88.5 µM],12%[87.6 µM],1%[172 µM]
CCCCCNC(=O)Cc1csc2nc(C)c(-c3cc(C)n(-c4cccc(C)c4C)n3)c(=O)n12,23,-20%,?,-3%,0%,-14%,?
CCOc1ccccc1Nc1nc(-c2cccc(Cl)c2)c2c(n1)-c1ccccc1OC2,15,1%,nt,nt,nt,18%,nt
O=C(NC1CCN(Cc2ccccc2)CC1)C1CCCN(c2cnc3nccnc3c2)C1 (stereo not given),-8,-18%,-15%,2%,-12%,0%,-12%
CC(C)c1nn2c(=O)cc(COC(=O)c3cccc(NC(=O)c4cccs4)c3)nc2s1,18,-11%,nt,nt,nt,2%,nt
Cc1ccc(NC(=O)Cn2c(-c3ccc4c(c3)OCO4)cn(-c3ccccc3)c2=O)cc1C,-2,118%[activator],nt,nt,nt,-2%,nt
CC(Oc1ccccc1)C(=O)Nc1cnc(-c2cccc(Cl)c2)nc1 (stereo not given),5,44%[activator],?,-8%,-16%,4%,?
CC(C)CN1CCC(N2CC(Oc3cccc(C(=O)N4CCCC4)c3)C2)CC1,17,-8%,-10%,-7%,i,-10%,-5%
O=C(O)Cn1nc(N2CCN(c3ccccc3)CC2)ccc1=O,0,-12%,nt,nt,nt,-8%,nt
CC(C)(C)C(=O)N1CCCC(C(=O)N2CCCC2c2nc3ccncc3[nH]2)C1 (stereo not given),0,6%,-24%,nt,i,1%,-12%
COc1cc(F)ccc1-c1cnc2n[nH]c(-c3ccccc3)c2n1,17,-23%[87.6 µM],?,-13%[172 µM],-29%[88.5 µM],10%[87.6 µM],?
COc1ccc(CNC(=O)CC[C@]23CC[C@](C)(O)C[C@H]2C(C)(C)C[C@@H]3NC(=O)c2cccc(F)c2)cc1,9,-2%,?,10%,?,-16%,?
O=C(NC1CCc2nnc(C3CC3)n2CC1)c1cccs1 (stereo not given),6,3%,-11%,1%,i,-14%,-1%
CC1(C)CC[C@]2(C(=O)O)CC[C@]3(C)C(=CCC4[C@@]5(C)C(=O)C[C@H](O)[C@@](C)(CO)C5CC[C@]43C)[C@@H]2C1 (stereo not given in full),31,nt,nt,nt,i,-1%[23.9 µM],nt
CCOCCn1c(N2CCCN(C)CC2)nc2ccccc21,-14,1%[25.6 µM],nt,nt,i,49%[23.9 µM],nt
CC(C)C[C@H](CO)NC(=O)C[C@@H]1c2nc(NC(=O)CC(C)(C)C)sc2C[C@@H]2[C@](C)(CO)[C@H](O)CC[C@]21C,-3,-3%,-1%,14%,1%,2%,1%
COc1cccc(NC(=O)Cn2c(=O)n(Cc3ccccc3)c(=O)c3c2c2cc(C)ccc2n3C)c1,7,5%,nt,nt,nt,-8%,nt
CN1CCN(C(=O)c2cc3cc(Cl)ccc3[nH]2)CC1,10,nt,nt,nt,i,5%,nt
C[C@@H]1CN(C(=O)CCc2cnccn2)CC[C@@]1(O)C1CCOCC1,15,-12%,i,-4%,i,1%,i
CCOC(=O)c1c(NC(=O)c2nc(SCC)ncc2Cl)sc(C(C)=O)c1C,-5,13%,nt,nt,nt,5%,nt
Cc1nn(-c2ccccc2)c2c1C(C1CC1)N(C1CCN(Cc3ccccc3)CC1)C2=O (stereo not given),-3,nt,-12%,nt,nt,nt,-4%
COCc1ncc(C)n1CCNC(=O)c1ccc(C)[nH]c1=O,-16,16%,i,3%,1%,-2%,6%
C[S+](=O)([O-])N1Cc2ccccc2CC2(CCCN2CC2CCCC2)C1 (stereo not given),-7,44%[activator],-23%,nt,-20%,-12%,?
COCCOCc1nc(C2CCCCN2C(=O)Nc2ccc(OC)c(F)c2)no1 (stereo not given),-6,4%,i,3%,i,-6%,-7%
Cc1noc(C)c1NC(=O)N[C@@H]1C[C@H](Cn2cc(-c3cccnc3)nn2)[C@@H](O)[C@H]1O,0,-11%,-1%,-2%,-3%,1%,4%
COc1cc(C2CC(=O)Oc3c2c(=O)n(C)c2ccccc32)ccc1O (stereo not given),4,?,nt,nt,nt,-4%,nt
Cc1c(C(=O)OCc2ccccc2)[nH]c2c1C(=O)CC(c1ccc(C(C)(C)C)cc1)C2 (stereo not given),6,21%,nt,nt,nt,6%,nt
CC1(C)CCC2=C(O1)c1ccccc1C(=O)C2=O,nt,?,nt,nt,3.4µM*!,?,nt
O=C(c1ccc(F)cc1)N1CCCC(C(=O)N2CCCC2c2nc3ccncc3[nH]2)C1 (stereo not given),-12,-7%,1%,nt,3%,-9%,i
Cc1ccc(Nc2ccnc(N3CCC(C(=O)NCC4CCCCCC4)CC3)n2)cc1,-4,?,18µM*,nt,-7%,5%[12.5 µM],?
COc1ccc(F)cc1-c1ccc(CN2CCCCC2C(=O)N2CCOCC2)cc1 (stereo not given),-5,nt,?,nt,nt,nt,?
Nc1nc(C2CC(NC(=O)c3csc4c3CCCC4)C2)cc(=O)[nH]1 (stereo not given),33,9%,-18%,?,-3%,1%,-24%
CN(Cc1ccccc1)[C@@H]1C[C@@H]2CO[C@H](c3ccccc3)C[C@@H]2C1,0,nt,-38%,nt,nt,nt,?
COc1ccc(NC(=O)NC[C@H]2O[C@H](Cc3cc(-c4cccc(O)c4)on3)CC[C@@H]2O)cc1,-7,-30%,-17%,?,i,0%,-16%
CC(=O)N1CCN(C(=O)c2ccc3nnc(C4CC4)n3c2)CC1,1,24%[87.6 µM],-7%[138 µM],nt,-6%[88.5 µM],-11%[87.6 µM],2%[172 µM]
# Next section
SMILES,IP6K1 inhibitor,SNCA expr inhib,NIH3T3 tox,FLuc inh,GPT2 inh,HEK293 viab,HEK cytotox
CCCN(C)C(=O)CC1COc2ccc(C(=O)NCCOC)cc2N1C (stereo not given),27,-6%,2%,5%,1%,-8%,-15%
CCOc1ccc(Nc2nc3c(S(=O)(=O)c4cccc(Cl)c4)nnn3c3ccsc23)cc1,2,-2%,nt,nt,nt,8%,nt
Cc1c(F)cccc1NC(=O)N1CCCC(Cn2cnc3cccnc32)C1 (stereo not given),-3,10%,-17%,0%,-7%,10%,?
O=C(c1ccccc1Cl)N1CCCC(c2nn(-c3ccccn3)c(=O)[nH]2)C1 (stereo not given),7,30%,?,nt,-18%,6%,-6%

# Only part of the results is shown; count on the stated rates, not on these rows.
